# aSyn UTR inh: MLPCN primary screen, SNCA 5' untranslated region; alpha-synuclein 5'UTR reporter, inhibitor activity; inhibition, % (tested at 7.5 µM); hit rate 0.82% among 300,000; in the data active means inhibition above about 60%; inconclusive means no clear call, values can overlap the other calls;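 further: H4 neuroglioblastoma cells stably carrying SNCA 5'UTR luciferase fusion; 0% = DMSO wells and 100% = positive control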
# Platelet DG rel: inhibitors of platelet dense granule secretion, primary screen, cell-based, MLPCN, human platelets; hit rate 0.22% among 300,000; inhibition, %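 (compounds screened at 7.5 µM in platelet-rich plasma)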; human platelet-rich plasma, SFLLRN dense granule ATP release, luminescence;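 active means mean replicate score, as percent of positive control, at or above 50; inconclusive means mean below 50 but at least one replicate at or above 50; inactive means mean and every replicate below 50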
# KLF5 inhibitor: KLF5 expression inhibitors, primary screen, DLD-1 cells, luminescence; DLD-1 KLF5 promoter-luciferase reporter; inhibition, % at 5 µM; hit rate 0.23% among 290,000;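 active means inhibition above a per-plate limit of that plate's mean compound inhibition plus 3 SD, cut at about 60% in these data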;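 further: 0% = DMSO wells and 100% = LY294002 at 200 µM; higher means less KLF5 promoter-driven luciferase light; inactives centre near -14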
# Dyrk1A ADPGlo: rat Dyrk1A kinase inhibitors, primary screen, biochemical, single point, plate reader. Dual specificity tyrosine-phosphorylation-regulated kinase 1A (Rattus norvegicus), Q63470. ADP-Glo luminescence, NFATc1 peptide. inhibition, % at 12.5 µM. hit rate 0.43% among 310,000. AID 504441, 2011; in the data active means inhibition above about 50%;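 further: plate controls were vehicle with enzyme for no effect and no enzyme for full effect; many of its hits are not listed in these tables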
# IEC-6 cytotox: cytotoxicity in IEC-6 intestinal epithelial cells, primary screen, cytotoxicity control for KLF5 inhibitor project, cell-based, luminescence. hit rate 0.78% among 290,000. AID 1825, 2009. inhibition, % at 5 µM. IEC-6 cytotoxicity, luminescence viability; in the data active means inhibition above about 22%;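 further: 0% = plate median of test compound wells and 100% = cytotoxic reference compound wells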
# GSK3 alpha inh: blockers of GSK3A enzyme activity – biochemical, luminescence, cell-free homogeneous, HTS, primary screen; GSK-3 alpha kinase, ADP-Glo luminescence, 60 min; inhibition, % at 10 µM; hit rate 0.1% among 320,000; AID 2650, 2010;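 in the data active means inhibition above about 50%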;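 further: GST-tagged GSK-3 alpha with peptide substrate and 25 µM ATP; 0% = DMSO neutral wells and 100% = GW8510 positive control wells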
# Target sequence (P49840 whole entry, looked up): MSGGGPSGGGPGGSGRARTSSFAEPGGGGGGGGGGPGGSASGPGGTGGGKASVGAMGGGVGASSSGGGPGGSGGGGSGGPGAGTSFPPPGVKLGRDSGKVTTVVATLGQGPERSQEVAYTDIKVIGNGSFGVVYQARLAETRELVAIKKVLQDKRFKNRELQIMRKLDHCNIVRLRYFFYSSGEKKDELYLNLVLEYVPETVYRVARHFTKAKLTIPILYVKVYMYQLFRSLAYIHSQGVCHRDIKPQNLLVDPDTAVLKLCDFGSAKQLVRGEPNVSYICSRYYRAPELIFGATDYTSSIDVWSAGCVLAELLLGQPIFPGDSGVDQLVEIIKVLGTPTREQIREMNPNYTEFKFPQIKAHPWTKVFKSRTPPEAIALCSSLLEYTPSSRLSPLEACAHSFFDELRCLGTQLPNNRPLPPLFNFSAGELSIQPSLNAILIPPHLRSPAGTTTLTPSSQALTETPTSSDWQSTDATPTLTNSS
# HSP90 refold inh: HSP90 inhibitors, primary screen, cell lysate, luminescence | Heat shock protein HSP 90 (rabbit reticulocyte lysate; luciferase refolding) | Rabbit reticulocyte lysate, luciferase refolding luminescence, 3 h | inhibition, % at 5.6 µM | hit rate 0.91% among 290,000;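 active means inhibition above the screen-wide mean plus 3 SD, computed separately per campaign, cut at about 16% in these data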;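 further: 0% = DMSO wells and 100% = 60 µM geldanamycin wells; inhibitors lower the luminescence because luciferase stays unfolded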
# GSK3B inh: human GSK3beta kinase inhibitors, primary screen, biochemical, cell-free homogeneous, HTS | Glycogen synthase kinase-3 beta (Homo sapiens), P49841 | GST-GSK3beta kinase, ADP-Glo luminescence, 60 min; stronger effect = lower value | AID 2097, 2009 | activity score (negative = inhibition), % at 10 µM | hit rate 0.038% among 300,000;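 active means more than half of replicate wells score below -50%, meaning over 50% inhibition versus plate controls; inconclusive means some replicates but at most half score below -50%; inactive means no replicate scores below -50%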;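 further: 0% = median DMSO wells and -100% = median GW8510 positive control wells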
# Target sequence (P49841 whole entry, looked up): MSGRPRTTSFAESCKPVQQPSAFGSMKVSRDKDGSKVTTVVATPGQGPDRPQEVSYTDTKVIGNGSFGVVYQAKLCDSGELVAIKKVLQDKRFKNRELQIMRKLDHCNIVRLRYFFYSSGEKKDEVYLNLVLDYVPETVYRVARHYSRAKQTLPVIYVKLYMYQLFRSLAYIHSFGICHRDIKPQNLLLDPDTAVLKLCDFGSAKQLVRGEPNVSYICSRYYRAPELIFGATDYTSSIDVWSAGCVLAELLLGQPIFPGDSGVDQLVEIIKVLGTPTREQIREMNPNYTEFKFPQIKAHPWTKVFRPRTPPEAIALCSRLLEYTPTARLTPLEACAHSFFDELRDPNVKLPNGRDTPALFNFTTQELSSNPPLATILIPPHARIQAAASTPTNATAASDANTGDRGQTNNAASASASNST
#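 test system = GST-tagged human GSK3beta kinase, cell-free | reagent = 25 µM ATP with peptide substrate | dosing = one dose of 10 µM per compound | schedule = 60 min reaction, RT | detection = luminescent ADP-Glo measurement of ADP formed | control set = DMSO neutral wells and GW8510 at 20 µM as positive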
# HSF1 inhib: HSF1 inhibitors in luciferase reporter cells, primary screen, cell-based, NIH3T3, luminescence; NIH3T3-HGL HSE-luciferase, MG132-induced, luminescence 8 h; stronger effect = lower value; activity change, negative = inhibition, % at 7.5 µM (by protocol); hit rate 0.77% among 300,000; AID 2098, 2009;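 active means more than half of replicate wells show activity change below -50%, luminescence cut by over half; inconclusive means some wells, but at most half, below -50%; inactive means no replicate well below -50%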;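 further: luciferase reports HSF-1 transcriptional activity via heat shock element; 0% = median of DMSO wells and -100% = zero luminescence signal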
# HSF1 activator: HSF-1 activators, primary screen, NIH3T3-HGL cells, MG132 stress, luminescence, single point; activation, % at 9 µM; hit rate 1.7% among 300,000; NIH3T3-HGL HSF-1 luciferase reporter, 8 h; 100% = twice DMSO control signal;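 active means mean replicate activation of at least 50% with a set share of replicates each reaching 50%; inconclusive means only one of those two conditions met; inactive means mean below 50% and too few replicates reaching it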;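 further: 0% = median of the neutral control wells and 100% = twice that signal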
# The depositor's hits bear a star; ? = inconclusive; · = no result given. These rows are one share of the data, so the mix of outcomes need not match the whole.
SMILES,aSyn UTR inh,Platelet DG rel,KLF5 inhibitor,Dyrk1A ADPGlo,IEC-6 cytotox,GSK3 alpha inh,HSP90 refold inh,GSK3B inh,HSF1 inhib,HSF1 activator
CC1CCCC(NC(=O)COC(=O)Cc2ccsc2)C1C (stereo not drawn),-13,2,-20,-5,7,1,1,2,-4,1
CCCc1[nH]nc2c1C(c1ccccc1OC)C(C#N)=C(N)O2 (stereo not drawn),5,2,21,3,8,-1,5,-6,2,16
Cc1ccc(N(C(C)C(=O)O)S(=O)(=O)c2c(C)[nH]c(=O)[nH]c2=O)cc1 (stereo not drawn),4,3,·,-2,·,2,·,-3,-5,2
C/C=C(\C)C(=O)NCCN1C2=NC[C@@H](C)N2C[C@@H]1Cc1ccc(OC)cc1,19,-12,3,-2,0,-2,8,-10,-1,2
Cc1ccc(Nc2nnc(SCC(=O)NCCN3C(=O)CSC3=O)s2)cc1,-55,8,-71,0,-8,6,0,1,-6,-6
CCc1nnc(NC(=O)c2n[nH]c(=O)c3ccccc23)s1,-4,1,-59,-4,4,0,26*,-4,-3,-10
O=C(N/N=C/c1ccccc1O)c1ccc2c(c1)OCO2,-47,1,72*,-3,76*,-2,8,-1,25,11
CCn1c(SCC(N)=O)nc2c(c1=O)C1(CCCC1)Cc1ccccc1-2,19,4,17,10,4,2,0,2,3,-3
CCOC(=O)C1=C(O)/C(=C\c2ccc(O)c(OCC)c2)N=C1C,9,1,1,·,-3,0,0,-3,-2,-25
CCC1(CC)NC(=O)N(CC(=O)Nc2ccc(S(=O)(=O)N3CCOCC3)cc2)C1=O,-3,2,-2,0,-4,0,-3,0,1,0
Cc1ccc(S(=O)(=O)c2c(C)cc(C)nc2Oc2cccc(C)c2C)cc1,·,·,-7,-1,0,-3,-1,0,·,·
O=C1CCC(=O)N1CC(O)COc1ccccc1 (stereo not drawn),3,0,-4,-1,4,-1,0,1,-8,26
CSc1nsc(SCC(=O)N2CCCc3ccccc32)n1,-14,4,-26,2,4,-2,5,3,0,-3
O=C(NCc1ccccc1)[C@@H]1C[C@H]1[C@@H](NP(=O)(c1ccccc1)c1ccccc1)c1ccccc1,-5,-2,-6,10,-2,-5,3,2,-7,-4
Cc1ccccc1N1CC2=C(C1=O)C(c1ccccc1)NC(=O)N2C (stereo not drawn),-4,-3,-2,-11,1,-1,-6,3,-2,4
CN(C)CCCN(C(=O)c1ccc(S(=O)(=O)N(C)C2CCCCC2)cc1)c1nc2ccc(F)cc2s1,3,-6,-12,3,0,2,1,-7,5,2
CCCCC12CN3CC(C)(CN(C1)C31C(=O)N(C)c3ccc(C)cc31)C2=O (stereo not drawn),-2,-2,-11,-8,6,-1,-1,0,5,4
O=C(CC1C(=O)NCCN1Cc1cccc(Oc2ccccc2)c1)NCc1cccnc1 (stereo not drawn),8,-3,-18,-3,0,0,1,2,-4,5
CCOC(=O)C1CCN(C(=O)CCNS(=O)(=O)c2ccc3c(c2)CCN3C(=O)CC)CC1,8,-30,9,-9,-1,2,3,3,-7,-1
COc1ccc(OC)c(NC(=O)CSc2nnc(CNC(=O)c3cccs3)o2)c1,22,11,0,-1,-1,0,-2,·,0,-3

# Ordered by number of heavy atoms (lowest first): seven of the compounds above
SMILES,aSyn UTR inh,Platelet DG rel,KLF5 inhibitor,Dyrk1A ADPGlo,IEC-6 cytotox,GSK3 alpha inh,HSP90 refold inh,GSK3B inh,HSF1 inhib,HSF1 activator
CSc1nsc(SCC(=O)N2CCCc3ccccc32)n1,-14,4,-26,2,4,-2,5,3,0,-3
Cc1ccccc1N1CC2=C(C1=O)C(c1ccccc1)NC(=O)N2C (stereo not drawn),-4,-3,-2,-11,1,-1,-6,3,-2,4
Cc1ccc(S(=O)(=O)c2c(C)cc(C)nc2Oc2cccc(C)c2C)cc1,·,·,-7,-1,0,-3,-1,0,·,·
COc1ccc(OC)c(NC(=O)CSc2nnc(CNC(=O)c3cccs3)o2)c1,22,11,0,-1,-1,0,-2,·,0,-3
CCOC(=O)C1CCN(C(=O)CCNS(=O)(=O)c2ccc3c(c2)CCN3C(=O)CC)CC1,8,-30,9,-9,-1,2,3,3,-7,-1
O=C(NCc1ccccc1)[C@@H]1C[C@H]1[C@@H](NP(=O)(c1ccccc1)c1ccccc1)c1ccccc1,-5,-2,-6,10,-2,-5,3,2,-7,-4
CN(C)CCCN(C(=O)c1ccc(S(=O)(=O)N(C)C2CCCCC2)cc1)c1nc2ccc(F)cc2s1,3,-6,-12,3,0,2,1,-7,5,2

# The results go on:
SMILES,aSyn UTR inh,Platelet DG rel,KLF5 inhibitor,Dyrk1A ADPGlo,IEC-6 cytotox,GSK3 alpha inh,HSP90 refold inh,GSK3B inh,HSF1 inhib,HSF1 activator
CCCC(CCC(=O)Nc1ccc(S(N)(=O)=O)cc1)C(=O)O (stereo not drawn),20,5,-15,2,3,-5,3,2,-5,1
CN(CC(=O)Nc1ccc(Cl)c(C(F)(F)F)c1)C(=O)c1cccnc1Sc1ccccc1,21,-12,-2,-4,-7,0,1,-1,1,9
O=c1c2ccccc2nnn1CCO,4,-6,-18,-7,0,-3,1,-1,-10,-26
CCCCn1c(N)c(N(CC(C)C)C(=O)CSC(C)C(=O)Nc2cc(C)on2)c(=O)[nH]c1=O (stereo not drawn),-3,-7,·,-6,·,0,·,-3,-2,1
CCn1nccc1C(=O)Nc1nccs1,·,·,-11,13,-2,9,-3,·,·,·
O=[N+]([O-])c1ccc(Nc2ccc(F)cc2)cc1,7,-1,-44,-1,4,-1,1,-5,-81*,-84
CCOc1ccc(CCNC(=O)C2CCCN(c3ncnc4c3nc3n4CCCCC3)C2)cc1 (stereo not drawn),12,1,-46,-1,4,-1,-6,-15,1,-1
CCCNS(=O)(=O)/C=C/c1ccccc1,14,-10,-24,3,-6,-1,-4,-3,-12,-4
CCCS(=O)(=O)N1CCN(C(=O)c2cc(OC)cc(OC)c2)CC1,-4,5,-11,-9,0,-1,-2,2,-2,21
Cc1ccc(NCC(O)Cn2cnc3c2c(=O)n(C)c(=O)n3C)cc1 (stereo not drawn),-22,10,-22,-7,-9,0,-2,0,5,-11
CN(C)CCCn1c(=O)n(Cc2ccccc2)c(=O)c2c3c(sc21)CCCCC3,-13,-3,-10,·,4,4,7,0,-1,-3
OC1(c2ccc(F)cc2)CSC(=Nc2cccnc2)N1Cc1ccco1 (stereo not drawn),-12,6,-23,1,0,2,0,1,19,30
CN(C)C(=O)c1ccc(NC(=O)CN2C(=O)NC3(CCCc4ccccc43)C2=O)cc1 (stereo not drawn),-6,3,·,2,·,-3,·,-1,-5,-4
O=C(NCc1ccco1)C1CCCN(S(=O)(=O)c2cccc3nonc23)C1 (stereo not drawn),-5,1,0,·,0,6,4,-1,2,10
CCC(C)NC(=O)CSc1nc2n[nH]c(C)c2c(=N)n1-c1ccc(OC)cc1 (stereo not drawn),8,-4,-25,-3,10,5,4,5,7,10
O=C1CCCCC1Sc1nnc(Cc2cccs2)n1CCc1ccccc1 (stereo not drawn),·,·,-20,-2,-8,-4,4,·,·,·
O=C(CN1CCC(C(=O)c2ccc(F)cc2)CC1)NCc1ccccc1F,2,-12,-32,1,3,-2,6,0,11,-13
COCCNC(=O)c1onc(CSc2ccc(F)c(F)c2)c1C(=O)O,8,0,-32,-3,4,-3,-1,-2,2,13
COc1cccc(NC(=O)c2cc3ccccc3o/c2=N\O)c1,-39,8,-13,22,4,-3,48*,-2,44,?
O=C(NCCCN1CCOCC1)c1ccc(-c2ccc(Cl)cc2)o1,-12,-1,-30,10,4,0,-3,2,-4,-2
Cc1ccc(-n2cc(C(=O)O)c(=O)cc2C)c(C)c1,-7,1,-25,2,-4,-1,-1,1,-10,-4
COc1ccccc1CCC(=O)Nc1ccc2c(c1)CN(CCCn1cccn1)CC2,-7,0,-17,6,0,-1,-2,1,0,1
O=C(COC(=O)c1cc([N+](=O)[O-])ccc1N1CCOCC1)Nc1c(Cl)cccc1Cl,9,-3,·,17,·,1,·,2,-6,-5
COC(=O)c1c(NC(=O)c2cccc(S(=O)(=O)N3CCN(C)CC3)c2)sc(C)c1C,13,4,·,7,·,2,·,2,0,18
CCOC(=O)C1=NOC(CNc2ncc(C(F)(F)F)cc2Cl)C1 (stereo not drawn),11,8,-17,3,-4,0,-1,-6,16,6
S=c1nc(-c2ccccc2)c(-c2ccccc2)n[nH]1,7,5,-7,-1,0,-2,1,7,-2,4
CCC(C)NC(=O)CSc1n[nH]c(-c2cc(Cl)ccc2OC)n1 (stereo not drawn),27,-4,-2,6,9,-1,13,0,1,14
O=c1c2ccccc2nc2n1-c1ccccc1CCC2,6,-1,9,3,-1,-1,-1,-1,·,·
Cc1cc(N/N=C/c2ccc(O)cc2O)nc(N2CCOCC2)n1,-37,8,-43,18,4,8,5,-4,8,11
NS(=O)(=O)c1ccc(NC(=S)N2CCC(Cc3ccccc3)CC2)cc1,18,-2,-24,-1,3,-3,-4,3,7,-7
COc1cccc(C(=O)O/N=C(\N)c2ccc(C)cc2)c1,-211,9,-96,-13,3,0,-1,0,11,34
COc1ccc(C(=O)N/C(=C\c2ccccc2)C(=O)NC(CCSC)C(=O)O)cc1 (stereo not drawn),4,1,-1,1,-6,-2,0,0,-7,5
CCNC(=S)N(CCc1c(C)[nH]c2ccc(C)cc12)Cc1cccs1,-39,2,-15,-4,-1,-2,-1,0,21,32
